Sm TGR inh – S. mansoni TGR enzyme inhibition; Q962Y6; purified TGR, DTNB reduction, TNB absorbance 405 nm; Potency, µM (titrated, usually from 114 µM), without a hit: at the highest dose activity change, negative = inhibition, most hits filed as inhibitors; 360,000 tested, 3% active; AID 485364; also: potency is read from the fitted curve at half-maximal effect; % is scaled to controls: 0 for no effect and ±100 for the full control effect; nearly all actives have a fitted effect of over 60% in size
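First, TGR (20 nM dispensed) and NADPH were mixed with compound. Second, a 15 min room-temperature incubation followed. Third, further NADPH and then DTNB were added to start the reaction. Finally, TNB absorbance was monitored kinetically.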
Giardia FBPA inh – inhibitors of Giardia lamblia fructose-1,6-bisphosphate aldolase; 290,000 tested, 0.71% active; A8B2U2; Potency, µM (series often up to 59.6 µM), for the others: at the highest dose activity, negative = inhibition, actives largely listed as inhibitors; purified Giardia FBPA; also: potency is read from the fitted curve at half-maximal effect; % is scaled to controls: 0 for no effect and ±100 for the full control effect; nearly all actives have a fitted effect of over 55% in size
Target sequence (A8B2U2 whole entry, looked up): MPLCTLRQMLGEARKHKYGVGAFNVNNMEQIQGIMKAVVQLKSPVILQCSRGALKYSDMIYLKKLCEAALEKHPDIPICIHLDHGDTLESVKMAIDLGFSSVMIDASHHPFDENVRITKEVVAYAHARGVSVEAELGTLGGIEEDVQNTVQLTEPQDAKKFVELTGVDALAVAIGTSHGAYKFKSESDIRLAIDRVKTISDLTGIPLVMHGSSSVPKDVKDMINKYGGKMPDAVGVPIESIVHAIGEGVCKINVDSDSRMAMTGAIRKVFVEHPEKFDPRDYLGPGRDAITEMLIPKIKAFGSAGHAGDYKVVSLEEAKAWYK
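Giardia FBPA (40 nM reagent) was preincubated 10 min at RT with compound (up to 57.5 uM final), then substrate plus GAPDH/TPI/NAD/arsenate coupling system with diaphorase/resazurin was added; resorufin fluorescence (525/598 nm) was read after 20 min.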
Shiga toxin inh – inhibitors of Shiga toxin in Vero cells. Vero cells, Shiga toxin protein synthesis inhibition reporter. inhibition, % at 38.7 µM. 290,000 tested, 9.2% active. AID 2315; in the data active = inhibition mostly above about 28%, no sharp cut-off; inactive = mostly below about 43%; also: 0% is about no effect
Pf growth 96h – inhibits malaria parasite growth, 96 h; Potency, µM (titrated, usually from 28.7 µM), for the others: top-dose activity change, negative = inhibition, most hits filed as inhibitors; P. falciparum luciferase reporter growth, 96 h; 320,000 tested, 6.9% active; also: potency is read from the fitted curve at half-maximal effect; % is scaled to controls: 0 for no effect and ±100 for the full control effect
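Luminescence readout: decreased luciferase signal marks inhibited growth of reporter-expressing P. falciparum in infected red cells (2% hematocrit, 0.05% parasitemia final), exposed to compound two generations (96 h, 37 C, 5% CO2).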
Cycloheximide cs – counter-screen hit for Shiga toxin inhibitors, cycloheximide; AID 2314; 300,000 tested, 12% active; max response, %; cell reporter, cycloheximide protein synthesis inhibition counterscreen; in the data active = max response mostly above about 13%, no sharp cut-off; inactive = mostly below about 14%; also: read at 38.3 µM for the half of the compounds with a filed dose; 0% is about no effect
Pf growth 48h – P. falciparum growth inhibition at 48 hours (one generation). P. falciparum luciferase growth in erythrocytes, 48 h. AID 504832. Potency, µM (top dose mostly 28.7 µM), without a hit: at the highest dose activity change, negative = inhibition, actives largely listed as inhibitors. 310,000 tested, 5.9% active; also: potency is read from the fitted curve at half-maximal effect; % is scaled to controls: 0 for no effect and ±100 for the full control effect
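In quantitative HTS format, infected erythrocytes bearing luciferase-reporter parasites were treated for a single generation at 37 C. Luminescence after adding detection reagent served as the growth measure.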
An asterisk follows results filed as active; ? = inconclusive; . = not tested or not shown; & = joins results of further samples; ! = a repeat was not active; [ ] = dose if it differs, or a comment. Unless noted, calls follow the shape of the dose curve; as a rule, active = well fitted curve in the direction sought with a large enough effect; inconclusive = small, poorly fitted or top-dose-only effect, or another doubt; inactive = no such curve, though single readings can be large; an effect the other way counts as inactive or inconclusive. No enrichment for hits. Share with any hit: about 24%.

Compound	Sm TGR inh	Giardia FBPA inh	Shiga toxin inh	Pf growth 96h	Cycloheximide cs	Pf growth 48h
Cc1cc(C)c(C)c(C(=O)COC(=O)CNC(=O)CNC(=O)c2ccco2)c1C	?	9%	9	-23%	2	0%
O=C(Nc1ccccc1OC(F)(F)F)c1ccc([N+](=O)[O-])cc1	0%	-4%	10	?	-2	0%
C/C(=N\NS(=O)(=O)c1ccccc1)c1ccccc1	-7%	6%	24	6%	-4	30%
Cn1c(SCC(=O)NCc2cccs2)nnc1-c1cccs1	1%	-18%	-17	233%[activator]	-2	-5%
Cc1ccc(NC(=O)c2ccc3nsnc3c2)c(C)c1	2%	-9%	35*	?	30*	83%[activator]
COc1ccc(NC(=O)c2cc(C)on2)cc1	1%	0%	89*	?	56*	385%[activator]
CCc1ccc(CNCc2ccc(OCC(O)CN(C)Cc3ccccc3)cc2)nc1 (stereo not drawn)	-18%	-18%	-14	?	-2	?
CNC(=S)NN(C)c1nc(C)cc(C)n1	0%	-5%	-4	27%	5	-6%
C/C=C/C=C/C(=O)N1CC2(CC(c3cccc(NC(=O)/C=C/C)c3)=NO2)C[C@@H]1C(N)=O (stereo partly drawn)	?	-5%	-3	23%	-1	45%[activator]
O=C(CNC(=O)c1ccccc1F)N/N=C/c1ccc2c(c1)OCO2	0%	-3%	55*	-18%	45*	107%[activator]
O=[N+]([O-])c1ccccc1N/N=C1\CCc2ccccc21	9%	1%	51*	219%[activator]	22*	111%[activator]
O=C(NCC1CCCN1S(=O)(=O)c1cccs1)c1ccccc1F (stereo not drawn)	-11%	.	.	?	.	?
Cc1ccc(C(=O)N/N=C\c2ccc([N+](=O)[O-])o2)cn1	?	11µM*	13	1.9µM*	5	3.7µM*
O=C(COC(=O)c1ccc[nH]c1=O)NC1CCCc2ccccc21 (stereo not drawn)	8%	1%	-7	66%[activator]	1	3%
COc1ccc(NC(=O)c2ccc(OC)cc2)cc1	0%	1%	105*	-14%	45*	168%[activator]
Cc1ccn2cc(-c3ccc(S(=O)(=O)N4CCOCC4)cc3)nc2c1	-19%	-1%	47	20%	48*	32%[activator]
CN(C(=O)c1cccc(C#N)c1)c1nnc(-c2cnccn2)s1	6%	-2%	-21	.	-3	17%
COc1cccc(OC)c1C1=CC(=O)C[C@H](c2ccc3c(c2)OCO3)C1	1%	.	.	?	.	?
Brc1ccc(CSc2ccc3nnc(-c4ccccn4)n3n2)cc1	11%	7%	-12	2.9µM*	-5	2.6µM*
COC(=O)[C@@]1(Cc2ccc(OC)cc2)[C@H]2c3cc(C(=O)N(C)C)n(CCSCCO)c3C[C@H]2CN1C(=O)c1ccccc1	-31%	-16%&1%	-7	5.2µM*	-6	2.3µM*
CCN(CC)C(=O)CN1C(=O)C2(NC(=O)c3ccccc3N2)c2ccccc21 (stereo not drawn)	-5%	4%	-3	-25%	-2	6%
CCN(CC)CCCn1c(=S)[nH]c2cc(C(=O)OC)ccc2c1=O	52%[activator]	-19%	16	.	1	-11%
O=C(O)/C=C/C(=O)Nc1ccc(NC(=O)c2ccccc2)c(Cl)c1	?	16%	-11	?	12	80%[activator]
COc1ccccc1C(=O)NC(=S)Nc1ccc(S(=O)(=O)N2CCN(C)CC2)cc1	-24%	-22%	3	-26%	7	0%
O=C(Cc1cn2ccsc2n1)NCCc1ccc(F)cc1	1%	-1%	10	-19%	-2	6%
CCOc1nc(C)cc(C)c1S(=O)(=O)c1cccc(Cl)c1	18%	-2%	2	0%	3	?
O=C1ON=C(c2ccccc2)/C1=C/c1ccc(OS(=O)(=O)c2ccccc2)cc1	8.9µM*	1%	29*	32%[activator]	8	15%
O=S(=O)(c1ccc(S(=O)(=O)N(Cc2ccc(F)cc2)C2CCCC2)cc1)N1CCCC1	1%	-4%	-2	.	-7	13µM*
Cc1nc(-c2ccc(-c3ccon3)s2)no1	-6%	5%	53*	34%[activator]	21*	122%[activator]
CC(NC(=O)c1c(Cl)cnn1C)C1CCCO1 (stereo not drawn)	0%	5%	-3	12%	-2	42%[activator]

(cont.)
Compound	Sm TGR inh	Giardia FBPA inh	Shiga toxin inh	Pf growth 96h	Cycloheximide cs	Pf growth 48h
O=C1c2ccccc2CN1CCSC(=S)N1CCOCC1	-11%	6%	81*	69%[activator]	74*	?
CC1CCN(CC(=O)Nc2ccccc2C(=O)c2ccccc2)CC1	1%	3%	11	61%[activator]	1	-23%
O=c1nc(SCc2ccccc2Cl)nc(-c2ccc(Cl)cc2)[nH]1	-11%	13%	1	12%	-4	4%
CCc1ccc(-c2cn(C3CCCCC3)c(=S)[nH]2)cc1	0%	-7%	65	?	18*	-25%
O=C(Nc1nnc(SCc2ccccc2)s1)c1ccco1	3%	?	56	87%[activator]	23*	112%[activator]
O=C(CSc1nc2ccccc2c(=O)n1-c1ccc(F)cc1F)c1c[nH]c2ccccc12	-17%	4%	18	?	12	?
Cc1cccnc1NC(=O)c1cccc(S(=O)(=O)N2CCCC2)c1	5%	.	.	24%	.	-1%
O=C(O)CSc1nnc(-c2ccncc2)n1C1CCCCC1	-14%	10%	-9	?	-5	2%
CCn1cc(Cl)c(C(=O)NNC(=O)CCn2ccc([N+](=O)[O-])n2)n1	2%	.	-5	18%	-4	64%[activator]
COc1ccc(-c2nnc(SCC(N)=O)n2N)cc1	5%	2%	25	?	1	33%[activator]
CC1CCCN(C(=O)c2cc(N3C(=O)C4C5CCC(C5)C4C3=O)ccc2Cl)C1 (stereo not drawn)	0%	-6%	20	-44%	8	?
CCCN(CCC)CCNS(=O)(=O)c1ccc2c(c1)CCN2C(=O)C1CCC1	-11%	0%	-8	?	-7	.
Nn1c(SCc2ccc(Br)cc2)nnc1-c1ccncc1	6%	1%	-4	-3%	-4	4%
COc1ccc(CCN2CC(C(=O)OCC(=O)Nc3c(C)nn(-c4ccccc4)c3C)CC2=O)cc1OC (stereo not drawn)	-6%	.	.	-2%	.	?
Cc1ccc(O)c(C(=O)c2cc(C#N)c(=O)n(C(C)c3ccccc3)c2)c1 (stereo not drawn)	-10%	10%	31	5.9µM*	-5	3.3µM*
CCN(c1ccccc1)S(=O)(=O)c1cccc(C(=O)NCCN2CCOCC2)c1	4%	.	.	?	.	0%
COc1cccc(Nc2ccc(C(=O)O)cc2N)c1	-13%	1%	74*	?	62*	152%[activator]
Cc1nn2c(-n3ccnc3C)c3c(nc2c1-c1ccccc1)CCC3	6%	3%	-12	?	5	.
Cc1cccc(C(C)C)c1NC(=O)c1ccc(CN(c2ccccc2)S(=O)(=O)c2ccccc2)cc1	1%	6%	-7	4%	8	-18%
CN(C)S(=O)(=O)c1cccc(C(=O)Nc2ccccc2N2CCCCC2)c1	5%	15%	-5	?	-4	?
Cc1cc(C)c2nc(NC(=O)c3ccco3)sc2c1	8%	-10%	51*	288%[activator]	31*	297%[activator]
CC(NC(=O)COC(=O)CSCc1ccccc1)c1ccccc1 (stereo not drawn)	-1%	0%	15	19%	5	0%
COCCn1c(-c2cccs2)nc2c(c(=O)c3ccccc3n2C)c1=O	-15%	2%	6	?	1	?
Cc1onc(-c2ccccc2Cl)c1C(=O)Nc1nn[nH]n1	16%[11.4 µM]	-20%	-52	45%[activator]	-1	.
O=C(Nc1cccc(-c2nc3ncccc3o2)c1)c1ccco1	1%	-5%	2	?	30*	.
CCOC(=O)C1=C(CSc2nc3c(cc2C#N)CN(C)CC3)OC(N)=C(C#N)C1c1ccncc1 (stereo not drawn)	?	-23%	5	?	-1	-11%
COC(=O)C(NS(=O)(=O)c1ccc(N2CCCC2=O)cc1)c1ccccc1 (stereo not drawn)	0%	.	-29	?	14	12%
Cn1c(=O)[nH]c2c(nc(-c3ccc(Cl)cc3)n2C)c1=O	4%	-24%	-4	38%[activator]	-1	-24%
CCCCn1nc(C(=O)NCC(=O)Nc2c(C)cccc2C)c2ccccc2c1=O	-3%	.	.	?	.	?
Cc1nn2c(N)c(C#N)cnc2c1-c1ccccc1	-4%	-4%	24	.	16	46%[activator]

Three entries from above in another layout.
O=C(O)CSc1nnc(-c2ccncc2)n1C1CCCCC1
  Sm TGR inh: -14%; Giardia FBPA inh: 10%; Shiga toxin inh: -9; Pf growth 96h: ?; Cycloheximide cs: -5; Pf growth 48h: 2%
Cc1cccnc1NC(=O)c1cccc(S(=O)(=O)N2CCCC2)c1
  Sm TGR inh: 5%; Giardia FBPA inh: .; Shiga toxin inh: .; Pf growth 96h: 24%; Cycloheximide cs: .; Pf growth 48h: -1%
Cc1cc(C)c2nc(NC(=O)c3ccco3)sc2c1
  Sm TGR inh: 8%; Giardia FBPA inh: -10%; Shiga toxin inh: 51*; Pf growth 96h: 288%[activator]; Cycloheximide cs: 31*; Pf growth 48h: 297%[activator]

New compounds follow
Compound	Sm TGR inh	Giardia FBPA inh	Shiga toxin inh	Pf growth 96h	Cycloheximide cs	Pf growth 48h
COc1cc(C(=O)Nc2ccc(S(=O)(=O)Nc3cc(C)on3)cc2)cc(OC)c1OC	0%	3%	-10	-9%	1	1%
O=C(O)c1ccc2c3c(cccc13)C(=O)N(c1ccccc1)C2=O	7%	-12%	-19	?	-3	0%
OC(CCN1CCOCC1)(c1ccc(Cl)cc1)C1CCCCC1 (stereo not drawn)	?	-6%	-9	5%	-4	?
CC(C)c1nc(Cl)c(C#N)c2c1CCCC2	-12%	8%	-4	34%[activator]	-2	5%
Cc1csc(C(=O)O)c1NC(=O)c1c(Cl)cccc1Cl	-36%	3%	-4	-6%	-2	?
CC1=C(/C=C/c2ccccc2)CCN(C)C1	-30%	0%	47	?	33*	?
Cc1cc(NC(=O)c2cc(C3CC3)on2)no1	1%	5%	73*	-4%	40*	95%[activator]
COC(=O)C1=C(C(=O)OC)[C@@H]2N(C)c3ccccc3[C@@]23C[C@@H](C(=O)OC)N=C3N1	18%	-3%[12.9 µM]	-9	50%[activator]	-1	45%[activator]
COc1cc(-c2oc3cc(O)cc(O)c3c(=O)c2O)ccc1O	.	4%&-1%	49*	.	48*!	.
Cc1cc(NC(=O)Nc2ccc(Cl)cc2)n(-c2ccccc2)n1	2%	2%	16	14%	2	-10%
O=C1Nc2ccccc2O/C1=C\c1ccccc1Br	-8%	-2%	-3	?	2	.
Cc1ccc2c(c1)COc1c3ccc(C(=O)N[C@@H](CO)C(C)C)cc3nn1-2	1%	16%	74*	226%[activator]	55*	184%[activator]
CCOC(=O)c1cc(C#N)c(Oc2ccc(F)cc2)nc1-c1ccccc1	1%	1%	13	34%[activator]	-2	?
CC1CC(=O)c2c(cc3c(-c4c(O)cc(O)c5c(O)c6c(cc45)OC(C)CC6=O)c(O)cc(O)c3c2O)O1 (stereo not drawn)	-26%	-27%	-20	6%	2	0.41µM*
CCOc1ccc(-c2ccc(SC)nn2)cc1	-1%	-1%	-17	?	-9	55%[activator]
CC(CNC(=O)COC(=O)c1ccco1)c1ccccc1 (stereo not drawn)	-7%	.	.	15%	.	31%[activator]
COc1cccc(CNc2nnnn2C)c1OC	-8%	1%	-3	79%[activator]	-2	9%
CCOc1ccc(NC(=O)CN2C(=O)COc3ccccc32)cc1	10%	3%	20	-12%	14	-9%
Cc1cccc(OCCCC(=O)NCc2ccco2)c1	?	-18%	-11	?	-1	?
Cc1n[nH]c(=O)nc1Nc1ccc(O)cc1	0%	-17%	-45	50%[activator]	-3	.
Cc1ccc(C(=O)Nc2nc(N)n(-c3ccccc3)n2)cc1	3%	3%	38*	41%[activator]	20*	83%[activator]
COC(=O)CNC(=O)CSc1nnc2cc(C)c3ccccc3n12	-1%	-3%	-3	-7%	-2	8%

Screens: PubChem, National Center for Advancing Translational Sciences (NCATS)
